TDP1 block – inhibitors of human tyrosyl-DNA phosphodiesterase TDP1 | Q9NUW8 | recombinant TDP1, AlphaScreen DNA substrate cleavage | Potency, µM (titrated, usually from 130 µM), without a hit: top-dose activity change, negative = inhibition, usual class: inhibitors | 350,000 compounds, 0.28% hits; also: nearly all actives have a fitted effect of over 40% in size
Target sequence (Q9NUW8 whole entry, looked up): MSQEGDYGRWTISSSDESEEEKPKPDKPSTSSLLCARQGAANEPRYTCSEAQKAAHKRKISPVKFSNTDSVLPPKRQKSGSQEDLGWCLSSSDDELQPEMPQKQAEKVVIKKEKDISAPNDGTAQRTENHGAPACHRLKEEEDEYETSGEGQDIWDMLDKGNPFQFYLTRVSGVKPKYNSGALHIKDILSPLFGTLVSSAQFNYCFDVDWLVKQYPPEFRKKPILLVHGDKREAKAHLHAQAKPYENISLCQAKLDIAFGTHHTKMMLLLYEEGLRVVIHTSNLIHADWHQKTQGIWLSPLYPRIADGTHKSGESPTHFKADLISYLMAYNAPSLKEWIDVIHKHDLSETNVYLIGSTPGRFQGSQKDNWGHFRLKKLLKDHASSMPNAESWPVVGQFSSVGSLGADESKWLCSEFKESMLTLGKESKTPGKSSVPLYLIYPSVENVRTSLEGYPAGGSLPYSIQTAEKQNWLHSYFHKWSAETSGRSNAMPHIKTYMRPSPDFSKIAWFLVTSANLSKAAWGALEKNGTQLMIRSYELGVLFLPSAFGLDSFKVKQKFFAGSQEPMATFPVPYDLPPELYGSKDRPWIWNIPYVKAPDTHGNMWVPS
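Recombinant human Tdp1 (E. coli-expressed, 1 nM final) preincubated with compounds 15 min at room temperature, then 5'-biotin/3'-phosphotyrosine-FITC DNA substrate (15 nM final) added for 5 min. AlphaScreen beads (10 ug/ml final) added 10 min; cleavage lowers signal.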
TDP1 cell noCPT – qHTS for Inhibitors of human tyrosyl-DNA phosphodiesterase 1 (TDP1): qHTS in cells in absence of CPT. 420,000 compounds, 15% hits. DT40 Tdp1-/- hTDP1 cells, no CPT, ATP luminescence, 48 h. Potency, µM (top dose mostly 46.2 µM), for the others: at the top dose activity change, negative = growth inhibition, hits mostly inhibitors. AID 686978, 2013; also: nearly all actives have a fitted effect of over 55% in size
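A cellular qHTS used chicken DT40 cells lacking endogenous Tdp1 but carrying stably transfected human TDP1. Compounds were applied without camptothecin, and cell growth kinetics were judged by ATP-dependent luminescence after ≥48 hr.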
N370S GC mod – N370S glucocerebrosidase modulation, Gaucher chaperone candidate; P04062; N370S GC spleen homogenate, 4MU-glucoside fluorescence; Potency, µM (top dose mostly 59.4 µM), inactives show at the top dose activity change, negative = inhibition, most hits filed as inhibitors; 330,000 compounds, 0.092% hits;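 also: 0% = full enzyme activity and -100% = no enzyme basal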
Starred values were filed as active, the others as inactive; ? = inconclusive; · = not tested or not shown; [ ] = dose if it differs, or a comment. Calls follow the shape of the dose curve; as a rule, active = well fitted curve in the direction sought with a large enough effect; inconclusive = small, poorly fitted or top-dose-only effect, or another doubt; inactive = no such curve, though single readings can be large; an effect the other way counts as inactive or inconclusive. Unless noted, % is scaled to controls: 0 for no effect and ±100 for the full control effect; potency is read from the fitted curve at half-maximal effect. These rows are one share of the data. The share of hits here may be higher or lower than overall.

SMILES	TDP1 block	TDP1 cell noCPT	N370S GC mod
CC(=O)Nc1ccc(-c2nnn(CC(=O)c3ccc(F)cc3)n2)cc1Cl	·	11.8%	-3.4%
Nc1c(NC(=O)CC[n+]2ccccc2)cccc1[N+](=O)[O-]	2.7%	8.3%	-4.6%
CC(C)N1CCc2c(sc(NC(=O)c3cc4cc([N+](=O)[O-])ccc4s3)c2C(N)=O)C1	-3.1%	4.61µM*	-15.5%
C[C@H](CO)N1C[C@H](C)[C@@H](CN(C)Cc2ccncc2)Oc2c(NS(=O)(=O)c3cccs3)cccc2C1=O	0.0%	-9.2%	·
Cc1cccc(Nc2ccc(C(=O)O)cc2[N+](=O)[O-])c1C	·	-15.6%	-5.1%
C=CCCCCCCCCC(=O)NNC1CC(=O)N(c2ccccc2)C1=O (stereo not drawn)	4.7%	-18.5%	2.2%
Cc1ccc(-n2ccc(=O)c(-c3ccnc(SCc4cccc(Cl)c4)n3)n2)cc1	3.9%	?	-10.9%
O=C1N/C(=N\N=C\c2cccs2)SC1Cc1ccc(Cl)cc1 (stereo not drawn)	0.0%	?	-6.8%
CC(C)OCCCNC(=O)c1ccccc1Oc1ccccc1	1.0%	?	28.2%
COc1cccc(/C=N/NC(=O)Cn2nc([N+](=O)[O-])cc2C)c1	4.1%	-19.1%	6.0%
Cc1cc(C(=O)COc2ccc(Cl)cc2Br)c(C)n1C	5.1%	?	19.8%
O=C(N/N=C/c1c(O)n(-c2ccccc2Cl)c(=O)c2ccccc12)C1COc2ccccc2O1 (stereo not drawn)	8.2%	?	-5.0%
Cc1c(NC(=O)CCCN2C(=O)c3cccc4cccc(c34)C2=O)c(=O)n(-c2ccccc2)n1C	5.8%	0.4%	-4.7%
Cc1cc(N2CCN(C)CC2)nc2ccc(NC(=S)N3CCCCCC3)cc12	8.1%	-29.8%	-10.6%
Cc1cc(C)c2c(CN3CCCCC3C)cc(=O)oc2c1 (stereo not drawn)	·	?	4.2%
N#CCCN(Cc1ccccc1)S(=O)(=O)c1cccs1	·	-19.1%	1.2%
CCCc1cc(-c2[nH]ncc2-c2ccc3c(c2)OCCCO3)c(O)cc1O	13.2%	?	-8.4%
CCOc1cc(/C=C/C(=O)O)ccc1OCCO	0.0%	18.4µM*	-22.4%
Cc1ccc(O)c(C(CC(=O)NC2CCCCC2)c2ccccc2)c1 (stereo not drawn)	1.1%	23.1µM*	5.1%
Cc1n[nH]c(=O)nc1NCc1ccccc1Cl	-1.0%	-0.1%	4.6%
CCC(=O)NCCc1cc2cc(C)c(C)cc2[nH]c1=O	3.4%	-15.1%	-0.3%
COc1cccc(NC(=O)CN(C)C(=O)C23CC4CC(CC(Cl)(C4)C2)C3)c1	3.2%	?	·
CCOC(=O)C(NC(=O)c1ccc(OC)cc1)(N1CCCC1=O)C(F)(F)F (stereo not drawn)	-1.3%	?	9.1%
COc1ccc(S(=O)(=O)NCc2ccc3c(c2)CCN3C(=O)c2ccccc2)cc1OC	5.4%	?	·
COc1ccccc1CNc1ncnc2c1cnn2-c1ccc(C)cc1	10.4%	-12.3%	·
CCCCn1c(N)c(N(CC)C(=O)CCNC(=O)NC23CC4CC(CC(C4)C2)C3)c(=O)[nH]c1=O	0.7%	0.6%	-20.8%
CCCCC1=CC2=C(OC(C)=O)C(=O)C(C)(OC(=O)C3CCCC3)C(=O)C2=CO1 (stereo not drawn)	-10.0%	·	-2.8%
Cc1csc(NC(=O)c2cncc(Br)c2)n1	1.8%	?	12.4%
Fc1ccc(CSc2ncnc3scc(-c4ccccc4)c23)cc1	0.0%	-5.5%	6.2%
CSc1nnc(N2C(=O)C(O)=C(C(=O)c3ccc(C)o3)C2c2ccc(C)cc2)s1 (stereo not drawn)	7.2%	?	0.1%
O=C(OCc1nc2ccsc2c(=O)[nH]1)c1cc(Br)c(Br)s1	-3.6%[0.505 µM]	-12.2%	-15.8%
O=C(Cc1ccccc1)NNc1ccc2ccccc2c1	2.5%	-30.4%	3.7%
Cc1ccc(S(=O)(=O)N2CCN(C(=O)CCc3c[nH]c4ccccc34)CC2)cc1	2.4%	?	·
CCCCC(O)(CCCC)C(=O)N/N=C(\C)c1ccc(Cl)cc1	·	?	1.3%
O=C(CCCC(=O)c1ccccc1)Nc1ccc(O)cc1	·	?	-9.0%
COc1cc(/C=N/NC(=S)NCc2ccco2)cc(OC)c1OC	0.0%	?	25.4%
COc1ccc(CNC(=O)CSc2nc3cccnc3s2)cc1	7.6%	-16.3%	-14.4%
CCc1nn(CC(=O)NCCc2ccc(Cl)cc2)c(=O)c2cccn12	-0.1%	4.4%	14.2%
CCN(C(=O)c1coc(=O)c2ccccc12)c1cc(OC)ccc1OC	5.3%	-10.9%	-3.3%
COc1ccc(C)cc1NC(=O)CN1C(=O)COc2ccc(S(=O)(=O)N3CCCCC3)cc21	5.4%	?	-9.6%
O=C(c1cccc(C(=O)N(c2ccccn2)C2CCCCC2)c1)N(c1ccccn1)C1CCCCC1	5.1%	9.2µM*	7.6%
Cc1cc(C)n(CC(=O)n2c(C)c(C)c3ccccc32)n1	0.0%	-19.3%	2.9%
O=C(Nc1ccccc1)c1snc2c(=O)[nH]cnc12	-2.6%	4.0%	0.3%
COc1ccc(N(C(=O)c2csnn2)C(C(=O)NC2CCCC2)c2ccccc2)cc1 (stereo not drawn)	7.4%[0.0935 µM]	-27.6%	-5.8%
COc1ccccc1CNC(=O)C(C)n1nc(C)n2c(cc3occc32)c1=O (stereo not drawn)	2.2%	-19.9%	-0.5%
CCOC(=O)c1c(N)sc(C(=O)N(C)C)c1CN1CCOCC1	2.3%	-1.2%	12.2%
CCc1cccc(C)c1NC(=O)CCS(=O)(=O)c1ccc2c(c1)oc(=O)n2C	9.5%	14.6µM*	·
CCNC(=O)CC1SC(=Nc2ccccc2C)N(C)C1=O (stereo not drawn)	-7.1%[56.1 µM]	-2.1%	3.7%
CCN(CC)C(=O)Oc1ccc2c(=O)c(-c3ccc(OC)cc3)coc2c1	2.9%	23.1µM*	0.6%
CCOC(=O)CSc1ccc(-c2nc3ccccc3[nH]2)cn1	2.3%	?	-3.2%
COc1ccc2oc(C(=O)OCC(=O)N3CCCC3=O)c(C)c2c1	·	-15.2%	-18.2%
COc1ccccc1N1CCN(C(=O)C(OC(C)=O)c2ccccc2)CC1 (stereo not drawn)	4.7%	-21.0%	1.5%
CCOC(=O)/C(=C/c1ccc(OC)cc1)NC(=O)c1ccco1	1.1%	-11.7%	1.7%
COc1ccc(N2CC(C(=O)Nc3nnc(SCc4ccccn4)s3)CC2=O)cc1 (stereo not drawn)	-2.3%	2.7%	-3.5%
Cc1cccc(-c2noc(CCc3ccccc3)n2)c1	·	-23.7%	7.9%
Cn1c(SCC(=O)N2c3ccccc3Sc3ccccc32)nc2ccccc21	2.7%	?	?
COc1ccc(/C=C/C(=O)N(CC(C)C)CC(C)C)cc1Br	2.6%	16.4µM*	12.6%
Cc1cc(-c2ccccc2C(=O)NCc2ccccc2)on1	-3.3%	-1.2%	-9.9%
NC(=O)CC(NC(=O)c1cccc(Br)c1)c1ccc(NC2CCN(Cc3ccccc3)CC2)c([N+](=O)[O-])c1 (stereo not drawn)	·	-11.1%	-11.3%
O=C(NNC(=O)C1CC1c1ccccc1)c1ccccc1[N+](=O)[O-] (stereo not drawn)	-1.8%	-22.8%	-13.1%
Following part.
SMILES	TDP1 block	TDP1 cell noCPT	N370S GC mod
COc1ccccc1Nc1nc(N)nc(CSC(=S)N2CCN(c3ccccc3)CC2)n1	4.9%	?	11.3%
O=C(NCC1(c2ccccc2)CCCC1)C(=O)NCC1(c2ccccc2)CCCC1	2.5%	-29.9%	1.9%
Cc1ccsc1/C=C(\C#N)C(=O)NC1CCS(=O)(=O)C1 (stereo not drawn)	1.2%	11.1%	-20.6%
Cc1ccc(NC(=S)NNc2ccc([N+](=O)[O-])cc2S(=O)(=O)Nc2ccccc2C(=O)O)cc1C	-5.6%	?	9.6%
COc1ccc(NC(=O)CCCC2CCCCC2)c(OC)c1	3.9%	-16.4%	-3.4%
Cc1ccccc1OCC(=O)N1CCCc2ccccc21	-5.6%	?	1.5%
CC(OCCN1CCCC1)(c1ccc(F)cc1)c1ccc(F)cc1	-2.6%	?	-14.3%
O=C(O)COCC(=O)Nc1ccc2c(c1)ncn2CCc1ccccc1	·	1.0%	-2.0%
COc1ccc(OCCN2C(=O)c3ccccc3C2=O)c([N+](=O)[O-])c1	1.7%	18.5%	8.1%
COc1ccc(NC(=O)c2ccccc2NC(=O)c2ccccc2C(=O)O)c(OC)c1	·	-0.7%	-2.1%
Cc1cc(C)n(/N=C/c2ccc(O)cc2)c(=O)c1C#N	5.1%	-17.5%	-7.7%
COc1ccccc1C(=O)N1CCN(c2cccc(C(F)(F)F)c2)CC1	5.0%	11.6µM*	-0.1%
COc1cccc(OCc2nc(-c3ccc(Br)o3)no2)c1	-12.8%	-0.3%	-1.5%
Cn1c(Cl)c(C(=O)Nc2ccccc2)c2ccccc21	2.1%	?	13.6%
COc1ccc(NC(=O)Cc2nnc(SCC(=O)NC3CCCC3)n2C)cc1	·	-4.5%	-2.0%
O=C(O)/C=C\C(=O)NNC(=O)c1cc(-c2ccccc2)n[nH]1	?	-2.5%	1.2%
Cc1cc2ccccc2c(=O)n1CC(=O)Nc1ccc2c(c1)OCO2	2.8%[56.1 µM]	?	-3.9%
COC(=O)[C@H](Cc1ccccc1)NC(=O)N1CC(C)OC(C)C1 (stereo partly drawn)	-5.7%	12.0%	0.7%
CC(C)OCCCNC(=O)C(=O)NCCCOC(C)C	7.9%	-5.1%	-3.7%
CN(CC(=O)Nc1cccc(F)c1)C(=O)c1ccccc1OCC(=O)Nc1cccc(C(F)(F)F)c1	-0.3%	?	?
CCOC(=O)C1=C(COC(=O)c2ccc3ccccc3c2O)NC(=O)NC1C (stereo not drawn)	3.0%	?	·

Molecules from the list above containing two or more sulfur atoms, in the order listed:
SMILES	TDP1 block	TDP1 cell noCPT	N370S GC mod
CC(C)N1CCc2c(sc(NC(=O)c3cc4cc([N+](=O)[O-])ccc4s3)c2C(N)=O)C1	-3.1%	4.61µM*	-15.5%
C[C@H](CO)N1C[C@H](C)[C@@H](CN(C)Cc2ccncc2)Oc2c(NS(=O)(=O)c3cccs3)cccc2C1=O	0.0%	-9.2%	·
O=C1N/C(=N\N=C\c2cccs2)SC1Cc1ccc(Cl)cc1 (stereo not drawn)	0.0%	?	-6.8%
N#CCCN(Cc1ccccc1)S(=O)(=O)c1cccs1	·	-19.1%	1.2%
Fc1ccc(CSc2ncnc3scc(-c4ccccc4)c23)cc1	0.0%	-5.5%	6.2%
CSc1nnc(N2C(=O)C(O)=C(C(=O)c3ccc(C)o3)C2c2ccc(C)cc2)s1 (stereo not drawn)	7.2%	?	0.1%
O=C(OCc1nc2ccsc2c(=O)[nH]1)c1cc(Br)c(Br)s1	-3.6%[0.505 µM]	-12.2%	-15.8%
COc1ccc(CNC(=O)CSc2nc3cccnc3s2)cc1	7.6%	-16.3%	-14.4%
COc1ccc(N2CC(C(=O)Nc3nnc(SCc4ccccn4)s3)CC2=O)cc1 (stereo not drawn)	-2.3%	2.7%	-3.5%
Cn1c(SCC(=O)N2c3ccccc3Sc3ccccc32)nc2ccccc21	2.7%	?	?
COc1ccccc1Nc1nc(N)nc(CSC(=S)N2CCN(c3ccccc3)CC2)n1	4.9%	?	11.3%
Cc1ccsc1/C=C(\C#N)C(=O)NC1CCS(=O)(=O)C1 (stereo not drawn)	1.2%	11.1%	-20.6%
Cc1ccc(NC(=S)NNc2ccc([N+](=O)[O-])cc2S(=O)(=O)Nc2ccccc2C(=O)O)cc1C	-5.6%	?	9.6%

Part of the list above in order of heavy-atom count, rising.
SMILES	TDP1 block	TDP1 cell noCPT	N370S GC mod
COC(=O)[C@H](Cc1ccccc1)NC(=O)N1CC(C)OC(C)C1 (stereo partly drawn)	-5.7%	12.0%	0.7%
COc1ccc(NC(=O)c2ccccc2NC(=O)c2ccccc2C(=O)O)c(OC)c1	·	-0.7%	-2.1%
CN(CC(=O)Nc1cccc(F)c1)C(=O)c1ccccc1OCC(=O)Nc1cccc(C(F)(F)F)c1	-0.3%	?	?

From PubChem BioAssay
